Glyco luc inh – blocks N-linked glycosylation in D54 reporter cells. D54 ERlucT glycosylation luciferase reporter, 24 h; percent of 100 nM tunicamycin response. reporter increase, % at 12.5 µM. 360,000 tested, 0.23% active. AID 588692;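 active = mean luciferase reporter signal, scaled so untreated is 0 and the glycosylation-blocking control 100, at or above a set limit in every replicate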;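 note: luciferase carries N-glycosylation sites so blocking glycosylation raises the light; 0% = median of neutral control wells and 100% = median of 100 nM tunicamycin wells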
H9c2 protect – modulators protecting cardiomyocytes from myocardial damage; 360,000 tested, 0.63% active; AID 588492; H9c2 cardiomyocytes, H2O2 injury protection, ATPLite, 2 h; protection from H2O2 cell death, % at 20 µM;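 active = compounds giving at least 50% protection of heart cells from peroxide-induced death in the single-dose screen, raw or plate-pattern-corrected value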;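 note: 0% = DMSO wells with peroxide and 100% = DMSO wells without peroxide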
ABHD5 PLIN5 PPI – blocks binding of human ABHD5 to perilipin-5. 360,000 tested, 0.78% active. AID 602281. Split G. princeps luciferase complementation, luminescence, 4 h. inhibition, % at 4 µM;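 active = inhibition above the mean inhibition across every tested compound plus 3 SD, cut at about 22% in these data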;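 note: 0% = DMSO only wells and the 100% control is not disclosed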
Target sequence (Q00G26 whole entry, looked up): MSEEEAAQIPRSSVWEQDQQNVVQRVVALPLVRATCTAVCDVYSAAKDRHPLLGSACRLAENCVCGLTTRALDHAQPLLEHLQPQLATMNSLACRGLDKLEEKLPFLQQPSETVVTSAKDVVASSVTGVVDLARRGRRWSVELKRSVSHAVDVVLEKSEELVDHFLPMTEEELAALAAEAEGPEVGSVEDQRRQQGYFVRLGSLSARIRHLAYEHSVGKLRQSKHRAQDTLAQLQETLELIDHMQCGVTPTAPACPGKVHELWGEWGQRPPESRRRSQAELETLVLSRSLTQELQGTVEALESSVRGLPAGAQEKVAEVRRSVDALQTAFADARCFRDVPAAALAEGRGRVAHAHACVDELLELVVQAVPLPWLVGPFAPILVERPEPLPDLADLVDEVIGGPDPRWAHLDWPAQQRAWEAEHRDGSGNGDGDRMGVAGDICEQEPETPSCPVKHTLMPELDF
Target sequence (Q8WTS1 whole entry, looked up): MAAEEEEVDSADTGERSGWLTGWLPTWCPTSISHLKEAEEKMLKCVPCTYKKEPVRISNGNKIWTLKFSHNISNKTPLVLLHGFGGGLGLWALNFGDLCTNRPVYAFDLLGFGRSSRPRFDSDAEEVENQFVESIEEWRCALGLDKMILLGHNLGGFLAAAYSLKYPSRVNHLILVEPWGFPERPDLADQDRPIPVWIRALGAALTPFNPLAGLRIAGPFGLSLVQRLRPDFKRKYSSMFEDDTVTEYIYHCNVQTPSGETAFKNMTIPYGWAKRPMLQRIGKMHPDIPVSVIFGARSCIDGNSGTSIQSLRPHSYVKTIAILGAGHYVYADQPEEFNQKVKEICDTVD
aDG glyco act – alpha-DG glycosylation activation; Pro5-aDG cells, alpha-DG glycosylation AlphaScreen (IIH6); 0% Pro5, 100% B10-LARGE cell signal; activation, % at 10 µM; 360,000 tested, 0.22% active; AID 624168;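 active = activation of at least 8% versus controls, or a plate z-score of at least 8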;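 note: Pro5 are CHO cells carrying HIG-tagged alpha-DG that lacks glycosylation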
MC4R barr agon – activates human MC4R beta-arrestin recruitment; P32245; U2OS MC4R beta-arrestin complementation, luminescence; percent of melanotan II response, DMSO zero; activation, % at 8.9 µM; 360,000 tested, 0.98% active; AID 540308;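 active = activation above a per-plate cutoff, the mean activation of sample wells on that plate plus 3 SD, cut at about 8% in these data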
Exocytosis inh – blocks lytic granule exocytosis. inhibition, % at 10 µM. 360,000 tested, 0.66% active. TALL-104 LAMP-1 surface exposure, flow cytometry; cells stimulated with thapsigargin and PMA;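 active = inhibition above about 55%, limit read from the data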
hiPSC survival – enhancers of human iPSC single-cell survival. hiPSC single-cell survival, ATPlite luminescence; 100% = ROCK inhibitor wells, 0% = DMSO. survival enhancement, % at 20 µM. 360,000 tested, 0.044% active. AID 602274; in the data active = survival enhancement above about 18%;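 note: cells exposed to compounds for 16 hours before the ATP read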
m5-HT2A agonist – mouse HTR2A agonism via beta-arrestin recruitment. P35363. CHO-K1 mHTR2A beta-arrestin complementation, luminescence; percent of 30 µM serotonin response. activation, % at 7.6 µM. 360,000 tested, 0.66% active. AID 624169;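 active = activation above a run cutoff, the mean activation of all tested compounds plus 3 SD, cut at about 14% in these data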;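 note: 0% = plate median of compound wells and 100% = 30 µM serotonin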
ABCB6 inh MLPCN – human ABCB6 transporter inhibition. K562-ABCB6 porphyrin accumulation, flow cytometry, 1 h; hits give low values. fluorescence ratio to DMSO, % at 10 µM. 360,000 tested, 0.19% active;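 active = fluorescence ratio to DMSO below 75%, the collection mean minus 3 SD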;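 note: signal is porphyrin accumulated inside mitochondria; 100% equals median channel fluorescence of DMSO control wells; lower ratio means ABCB6 inhibition with less porphyrin fluorescence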
MC4R antag cAMP – antagonists of human melanocortin 4 receptor (MC4R). P32245. inhibition, % at 6.5 µM. MC4R-expressing cells, MTII-stimulated cAMP, LANCE TR-FRET. 360,000 tested, 0.48% active. AID 540295;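 active = inhibition above its plate's cutoff, the mean of tested wells on that plate plus 3 SD, cut at about 29% in these data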;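 note: 0% = Melanotan II alone and 100% = Melanotan II plus saturating MCL0020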
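Assay system: U2OS cells stably expressing human melanocortin 4 receptor (MC4R) / Dosing: 6.5 µM / Timing: compound 30 min, challenge 1 h, detection 1 h / Measured by: Eu-cAMP/anti-cAMP TR-FRET, emission 671 nm / Replicates: singlicate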
* marks the source's active call; other numbers are inactive results; · = not tested or not shown.

SMILES	Glyco luc inh	H9c2 protect	ABHD5 PLIN5 PPI	aDG glyco act	MC4R barr agon	Exocytosis inh	hiPSC survival	m5-HT2A agonist	ABCB6 inh MLPCN	MC4R antag cAMP
O=C1CCc2cc(S(=O)(=O)N3CCC(C(=O)Nc4nccs4)CC3)ccc2N1	-1	2	0	0.1	0.1	-6	-1.9	0	99	3
O=Cc1coc2ccc3ccccc3c2c1=O	-2	-3	12	0.1	0.0	4	0.7	0	101	-8
Cc1ccc(C)c(S(=O)(=O)N2CCCOC2CNC(=O)C(=O)NCCc2ccccc2)c1 (stereo not drawn)	0	-1	-4	0.2	0.5	-5	0.4	-2	100	6
CSc1nc(=S)n(-c2cc(C)ccc2C)c(C)c1C(C)=O	1	4	-6	0.1	0.9	0	-0.4	-2	98	3
CC(C)(C)C1=NN(C(=O)c2ccccc2)C(O)(C(C)(C)C)C1 (stereo not drawn)	2	-5	-3	0.0	2.0	2	-1.9	9	102	4
NS(=O)(=O)c1ccc(CNC(=O)c2cc(S(=O)(=O)N3CCOCC3)c(Cl)cc2Cl)cc1	0	2	3	-0.3	-0.9	1	-0.3	1	100	11
O=C(COc1ccccc1[N+](=O)[O-])NCCC1=CCCCC1	0	5	-1	0.3	-2.4	-1	0.3	0	87	-3
CCOC(=O)c1oc2ccccc2c1CSc1nnnn1-c1ccc(OC)cc1	3	0	4	0.2	-1.1	-4	-1.3	1	85	-9
O=C(COc1ccc(OCc2ccccc2)cc1)NN=C1CCCC1	1	0	1	-0.1	0.1	-5	1.7	0	93	7
Nn1c(SCC(=O)Nc2ccc(S(N)(=O)=O)cc2)nnc1-c1ccco1	·	4	-1	-0.4	-2.5	-6	-0.1	-2	97	-2
Clc1ccc(OCCCNCc2ccccc2)c2ccccc12	-2	-19	10	0.6	6.9	99*	0.0	9	92	-1
Cc1cccc(NC(=O)c2sc(C)nc2C)c1	1	-8	6	0.1	-1.0	1	-1.6	4	101	13
CCOc1ccc(NC(=O)CNC(=O)c2ccc(OC)cc2)cc1	1	4	-1	-0.1	-0.8	-4	1.0	0	99	23
COc1ccc(S(=O)(=O)Nc2ccc(S(=O)(=O)NCC3CCCO3)cc2)cc1 (stereo not drawn)	-1	3	-14	0.0	-0.7	15	-0.1	-2	89	9
Cc1cnc(C(=O)OCc2ccc(COC(=O)c3cnc(C)cn3)cc2)cn1	0	-3	4	-0.2	1.0	-3	-0.8	2	101	9
O/N=C/c1cccn1-c1ccc(O)cc1	0	1	-2	-0.4	-1.4	0	2.1	-3	86	5
CC1CCCCN1C(=O)CSc1nc2ccccc2n1CC(=O)N1CCc2ccccc21 (stereo not drawn)	-4	1	1	0.1	0.2	0	-1.2	-4	100	10
Cc1ccc(S(=O)(=O)CCC(=O)Nc2cccc(C)c2)cc1	3	7	4	-0.1	0.5	6	4.1	0	100	18
Cc1ccccc1NS(=O)(=O)c1ccc(C(=O)N2CCN(c3ccccc3O)CC2)cc1	-2	-4	4	-0.1	-1.2	3	0.3	-6	94	5
COC(=O)c1cc(OC)c(OC)cc1NC(=O)CSc1ccc(C)cc1	2	-7	-2	0.3	-2.0	26	-1.3	-1	96	-15
Cc1noc(C)c1S(=O)(=O)Nc1ccc(C(=O)N2CCc3ccccc3C2)cc1	0	3	6	-0.3	0.2	-2	-2.4	-2	92	3
COc1cc2ccccc2cc1C(=O)Nc1ccc(C)cc1	7	-18	-12	0.1	-0.8	15	0.3	-3	94	-2
O=C(CCC(=O)N1CCN(C(=O)c2ccco2)CC1)c1ccc(F)cc1	0	2	4	-0.2	-3.1	-4	0.1	-4	97	-3
Cc1cc(C)c(OCCOCCN2CCNCC2)c(C)c1	0	-2	6	1.0	1.2	1	-2.0	6	112	15
CC(C)(C)c1ccc(S(=O)(=O)N2CCN(CC(O)CN3CCOCC3)CC2)cc1 (stereo not drawn)	-2	0	1	-0.1	-1.1	0	5.6	1	96	-1
SMILES	Glyco luc inh	H9c2 protect	ABHD5 PLIN5 PPI	aDG glyco act	MC4R barr agon	Exocytosis inh	hiPSC survival	m5-HT2A agonist	ABCB6 inh MLPCN	MC4R antag cAMP
O=C(CCN1C(=O)C2CCCCC2C1=O)Nc1cc([N+](=O)[O-])ccc1Cl (stereo not drawn)	0	4	-2	0.1	-2.5	-12	-0.1	4	93	2
NNC(=O)CSCc1nc(-c2ccc(Cl)cc2)cs1	0	1	-8	-0.1	3.1	0	0.1	-9	93	21
Oc1ccc(Nc2nc(-c3ccccc3)nc3ccccc23)cc1	1	9	12	-0.2	-0.7	3	-0.8	-3	94	-8
CCCNC(=O)C1(C)CCCN(C(=O)COc2ccc(C(C)(C)C)cc2)C1 (stereo not drawn)	0	-8	7	-0.2	0.3	-5	-1.1	3	98	11
COc1ccc(-c2sc3ccccc3c2-c2ccc(OC)cc2F)cc1	·	·	-6	0.1	·	5	0.0	-3	96	·
COc1ccccc1C(CNC(=O)CSc1ccc2ccccc2c1)N(C)C (stereo not drawn)	-2	4	6	5.7	-3.0	-2	-0.3	-11	96	1
O=C1CSC(c2ccc(Cl)cc2)N1 (stereo not drawn)	1	-2	3	-0.1	-1.9	2	5.4	0	101	11
Cc1ccc(NC(=O)c2ncn(CC(=O)N[C@H](CO)Cc3c[nH]c4ccccc34)n2)cc1C	-1	8	-5	0.6	0.4	-1	-1.7	2	95	-3
CCOC(=O)C1C(c2ccc(O)cc2)NC(=O)NC1(O)C(F)(F)F (stereo not drawn)	2	5	-4	0.0	-1.2	0	-0.4	0	98	8
CN(C)c1ccc(C(=O)OCC(=O)NCCC2=CCCCC2)cc1	0	5	-3	0.0	0.8	4	-0.3	-4	91	1
Cc1ccc(-n2c(Cn3ncc4ccccc4c3=O)n[nH]c2=S)cc1	0	12	3	0.2	-0.8	2	0.6	-4	91	26
CC(C)NC(=O)c1ccccc1NC(=O)C1COc2ccccc2O1 (stereo not drawn)	-2	7	2	0.0	0.2	-1	-2.6	0	94	8
COc1cc(OC)cc(C(=O)NC2CC(C)(C)NC(C)(C)C2)c1	-2	1	2	0.0	-0.7	-3	0.7	3	101	2
COc1cccc(C2N(Cc3ccccc3)C(=O)C2(F)F)c1OC (stereo not drawn)	-1	-5	6	0.0	-1.1	-3	0.8	-3	98	-1
O=C(CN1CCC(NC(=O)Nc2ccc(F)cc2)CC1)Nc1ccccc1[N+](=O)[O-]	-5	-4	-4	0.0	4.3	9	0.4	-11	97	21
Clc1cccc(-c2nc3ccc(Cl)cn3c2Cc2ccsc2)c1	0	-1	-16	0.1	·	2	-2.2	1	102	·
Cc1ccc(S(=O)(=O)N(C)C)cc1NC(=O)c1cncc(Br)c1	-14	1	7	-0.1	1.2	-3	0.9	6	96	0
CCCCOC(=O)/C=C/c1ccc(OC(=O)OC)c(OC(=O)OC)c1	-3	46	-11	-0.3	-0.3	-3	0.2	-1	98	-2
O=C(CNc1ccccc1C(=O)O)c1ccccc1	-3	32	4	0.0	0.7	-4	-0.3	3	97	10
CC(=O)N1N=C(N)SC1c1ccc(Cl)c(Cl)c1 (stereo not drawn)	1	-2	14	-0.1	-1.0	-3	1.8	7	102	3
CN(CC(=O)Nc1ccccc1Br)C(=O)c1ccccc1Cc1ccccc1	-1	5	-12	0.1	-0.3	-2	-0.1	5	100	5
Cc1ccc(C(=O)/C=C/c2cc(C#N)n(C)c2C)cc1	1	2	4	0.1	-1.8	0	1.0	0	97	10
N#Cc1ccccc1NC(=O)CSc1nccn1CCc1ccccc1	-2	-3	-8	0.4	-0.4	-4	0.8	-5	94	1
NC(=O)COc1ccc(C(=O)/C=C2/C(=O)Nc3ccccc32)cc1	22	-9	54*	0.4	-2.0	5	-0.5	-1	97	-18
COCCN(C(=O)COC(=O)CCc1c[nH]c2ccccc12)c1c(N)n(Cc2ccccc2)c(=O)[nH]c1=O	-1	2	7	-0.2	-0.2	-4	-0.3	10	99	1
SMILES	Glyco luc inh	H9c2 protect	ABHD5 PLIN5 PPI	aDG glyco act	MC4R barr agon	Exocytosis inh	hiPSC survival	m5-HT2A agonist	ABCB6 inh MLPCN	MC4R antag cAMP
Cc1cc(C)n2c(SCc3c(C)noc3C)nnc2n1	3	-1	-2	-0.1	-0.6	7	-3.1	1	102	2
Cc1ccc(NC(=O)CCCC2CCCCC2)c(O)c1	0	-6	7	0.0	1.1	2	0.8	-2	105	5
CN1CCN(CCOc2ccc(Cl)c(Cl)c2)CC1	-3	-4	-5	0.7	3.2	0	-2.1	0	107	-4
CCNC(=S)N/N=C(\C)c1ccc2ccccc2c1OC(F)F	-1	-6	-9	0.8	0.3	6	-0.4	1	101	14
C=CCSC1=C(C#N)C(c2cccc(OC)c2)CC(=O)N1 (stereo not drawn)	-1	-5	-29	-0.2	0.9	4	-1.1	2	99	11
COc1c(Cl)cc(Cl)cc1/C=N/n1cnnc1	4	0	0	0.0	-0.8	-1	1.3	-2	97	1
CCOC(=O)CC(=O)CSc1nnc2sc3ccccc3n12	-2	-6	6	0.4	1.2	2	-0.4	7	98	5
COc1cccc(C(=O)OCC(=O)Nc2ccccc2N2CCOCC2)c1	1	0	4	0.1	-1.1	15	2.6	-5	95	4
N#CC(c1ccccc1)(c1ncc(C(F)(F)F)cc1Cl)N1CCOCC1 (stereo not drawn)	1	-3	4	-0.3	-0.2	0	0.1	-1	106	8
COC(=O)CSc1[nH]c2ccc(Br)cc2c1[N+](=O)[O-]	13	15	3	-0.1	-2.3	43	-1.3	3	103	13
CS(=O)(=O)N1CCCC(C(=O)Nc2cccc(F)c2)C1 (stereo not drawn)	1	-2	12	0.0	0.2	-1	-0.5	5	105	-1
COc1ccc(C(=O)COC(=O)COc2cccc3c2OC(C)(C)C3)c(OC)c1	3	-3	0	0.1	-2.0	-3	-0.2	14	99	-3
Cc1ccc(NC(=O)CNC2CCS(=O)(=O)C2)cc1C (stereo not drawn)	1	-1	1	-0.1	-1.5	-3	-0.5	-5	96	3
O=C(Cc1ccccc1)Nc1cccc(NC(=O)c2cccs2)c1	0	-2	1	1.1	0.8	-14	-1.1	-7	94	2
Cc1ccc(C)c(N(C(=O)Cc2cccs2)C(C(=O)NC2CCCC2)c2ccc(C)o2)c1 (stereo not drawn)	3	3	-1	0.0	1.5	9	0.0	3	97	-3
O=C(NCCCn1ccnc1)c1cn(-c2ccccc2)nc1-c1ccc(F)cc1	-2	3	0	0.2	-0.2	-1	-1.6	-7	98	7
Cc1ccc2c(c1)N(CCCC(=O)NCCCN1CCCC1=O)C(=O)CO2	3	3	1	0.1	-1.6	-10	0.0	4	101	2
CC(c1ccccn1)N(C)C(=O)c1ccc2nc(Cc3ccccc3F)oc2c1 (stereo not drawn)	-3	-2	-8	-0.1	-3.2	0	0.3	2	99	-2

Some values from the entries so far:
N#CC(c1ccccc1)(c1ncc(C(F)(F)F)cc1Cl)N1CCOCC1 (stereo not drawn) | MC4R barr agon: -0.2
CC(c1ccccn1)N(C)C(=O)c1ccc2nc(Cc3ccccc3F)oc2c1 (stereo not drawn) | ABCB6 inh MLPCN: 99
Cc1ccc(NC(=O)CCCC2CCCCC2)c(O)c1 | hiPSC survival: 0.8

From PubChem BioAssay
